Screening results as filed in PubChem BioAssay.
N-glyco inh = increase of ERlucT glycosylation luciferase signal, primary screen, N-linked glycosylation inhibitor project, D54 ERlucT cells, luminescence, set 2 | D54 ERlucT glycosylation luciferase reporter, 24 h; percent of 100 nM tunicamycin response | reporter increase, % at 12.5 µM | 360,000 compounds, 0.23% hits;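 active means mean luciferase reporter signal, scaled so untreated is 0 and the glycosylation-blocking control 100, at or above a set limit in every replicate; inconclusive means mean reaches the limit but not every replicate does; inactive means mean below the limit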;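 further: luciferase carries N-glycosylation sites so blocking glycosylation raises the light; 0% = median of neutral control wells and 100% = median of 100 nM tunicamycin wells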
Vif inh = HIV Vif self-association inhibitors, primary screen, imaging, HEK293T, single point; HEK293T cells, Vif self-association by quenched fluorescence, 24 h; inhibition, % at 7.49 µM; 340,000 compounds, 0.35% hits; AID 602346, 2012; in the data active means inhibition above about 50%, passing the limit was not always enough; inconclusive means no clear call, values can overlap the other calls; inactive means below about 31%; further: some results filed as inactive read as strong as hits
HTR2A ag = mouse Htr2a agonists via beta-arrestin recruitment, primary screen, cell-based, luminescence; 5-hydroxytryptamine receptor 2A (Mus musculus), P35363; CHO-K1 mHTR2A beta-arrestin complementation; percent of 30 µM serotonin response; activation, % at 7.6 µM; 360,000 compounds, 0.66% hits; AID 624169, 2012;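 active means activation above a run cutoff, the mean activation of all tested compounds plus 3 SD, cut at about 14% in these data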;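 further: 0% = plate median of compound wells and 100% = 30 µM serotonin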
PDI inh = inhibitors of human PDI, primary screen, biochemical, turbidity, single point, plate reader; Protein disulfide-isomerase (Homo sapiens), P07237; 350,000 compounds, 0.052% hits; AID 588391, 2011; inhibition, % at 10 µM; PDI insulin aggregation turbidity, A650, 90 min;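 active means mean inhibition across replicates of 30% or more, whatever share of single replicates reach that level; inconclusive means mean inhibition below 30% while every single replicate reaches 30%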;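 further: absorbance from insulin aggregation driven by PDI reduction with DTT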
Target sequence (P07237 whole entry, looked up): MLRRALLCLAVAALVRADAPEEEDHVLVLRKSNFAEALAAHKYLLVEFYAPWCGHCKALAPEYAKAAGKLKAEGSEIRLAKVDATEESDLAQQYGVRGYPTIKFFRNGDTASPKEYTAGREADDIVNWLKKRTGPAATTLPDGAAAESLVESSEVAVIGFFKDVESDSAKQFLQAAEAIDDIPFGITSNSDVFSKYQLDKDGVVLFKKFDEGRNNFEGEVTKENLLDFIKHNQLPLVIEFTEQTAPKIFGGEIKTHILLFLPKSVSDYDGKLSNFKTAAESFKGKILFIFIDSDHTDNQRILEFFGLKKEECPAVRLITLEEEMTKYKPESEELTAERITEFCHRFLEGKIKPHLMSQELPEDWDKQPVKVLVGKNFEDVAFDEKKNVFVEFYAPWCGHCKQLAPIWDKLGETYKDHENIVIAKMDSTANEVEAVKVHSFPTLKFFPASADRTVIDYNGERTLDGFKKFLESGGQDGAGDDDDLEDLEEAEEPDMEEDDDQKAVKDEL
MC4R ag barr = MC4R agonists recruiting beta-arrestin, primary screen, cell-based, luminescence, agonist arm of biased-ligand search; Melanocortin receptor 4 (Homo sapiens), P32245; U2OS MC4R beta-arrestin complementation; percent of melanotan II response, DMSO zero; activation, % at 8.9 µM; 360,000 compounds, 0.98% hits;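 active means activation above a per-plate cutoff, the mean activation of sample wells on that plate plus 3 SD, cut at about 8% in these data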
Target sequence (P32245 whole entry, looked up): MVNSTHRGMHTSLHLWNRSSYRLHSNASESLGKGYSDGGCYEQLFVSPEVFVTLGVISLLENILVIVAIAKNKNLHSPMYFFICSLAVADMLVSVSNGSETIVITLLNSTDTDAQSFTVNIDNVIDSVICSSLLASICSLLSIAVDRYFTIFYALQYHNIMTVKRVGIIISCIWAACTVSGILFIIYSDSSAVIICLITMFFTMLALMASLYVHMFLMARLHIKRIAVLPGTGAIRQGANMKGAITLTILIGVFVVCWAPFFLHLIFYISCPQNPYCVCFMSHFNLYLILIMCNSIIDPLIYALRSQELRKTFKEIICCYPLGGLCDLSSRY
MC4R antag cAMP = MC4R antagonists of cAMP signaling, primary screen, cell-based, TR-FRET, antagonist arm of biased-ligand search; Melanocortin receptor 4 (Homo sapiens), P32245; MC4R-expressing cells, MTII-stimulated cAMP, LANCE TR-FRET; inhibition, % at 6.5 µM; 360,000 compounds, 0.48% hits;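 active means inhibition above its plate's cutoff, the mean of tested wells on that plate plus 3 SD, cut at about 29% in these data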;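 further: 0% = Melanotan II alone and 100% = Melanotan II plus saturating MCL0020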
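Material – human MC4R-expressing U2OS cells · Repeats – no replicates · Detection – TR-FRET with Eu-cAMP and labeled anti-cAMP, 671 nm · Times – compound 30 min, challenge 1 h, detection 1 h · Compound – single nominal compound dose of 6.5 µM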
CaV13 ICDI inh = Disruptors of the CACNA1D IQ motif to Ca2+-dependent inactivation inhibitor domain association, primary screening, Förster resonance energy transfer in intact living …; HEK cells, CFP/YFP FRET ICDI-IQ, plate reader, 10 min; percent FRET-ratio fall versus neutral wells; inhibition, % at 12.3 µM; 340,000 compounds, 0.098% hits;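 active means mean replicate inhibition of at least 30% and at least 1% of replicates passing that level; inconclusive means only one of the two criteria is met; inactive means neither criterion is met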;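 further: 0% = median of the neutral control wells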
Cardio protect = cardioprotection against H2O2-induced cell death, primary screen, uHTS, H9c2 cells, ATPLite luminescence. 360,000 compounds, 0.63% hits. protection from H2O2 cell death, % at 20 µM. H9c2 cardiomyocytes, H2O2 injury protection, 2 h;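 active means compounds giving at least 50% protection of heart cells from peroxide-induced death in the single-dose screen, raw or plate-pattern-corrected value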;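 further: 0% = DMSO wells with peroxide and 100% = DMSO wells without peroxide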
aDG glyco up = activators of alpha-DG glycosylation, primary screen, uHTS, Pro5-aDG cells, AlphaScreen. alpha-DG glycosylation AlphaScreen (IIH6); 0% Pro5, 100% B10-LARGE cell signal. activation, % at 10 µM. 360,000 compounds, 0.22% hits;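 active means activation of at least 8% versus controls, or a plate z-score of at least 8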;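 further: Pro5 are CHO cells carrying HIG-tagged alpha-DG that lacks glycosylation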
ABCB6 inh 2 = ABCB6 transporter inhibitors, primary screen, K562-ABCB6 cells, flow cytometry, MLPCN library; ATP-binding cassette sub-family B member 6 (Homo sapiens), Q9NP58; K562-ABCB6 porphyrin accumulation, 1 h; active compounds read low; fluorescence ratio to DMSO, % at 10 µM; 360,000 compounds, 0.19% hits;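 active means fluorescence ratio to DMSO below 75%, the collection mean minus 3 SD; inconclusive means too few cells collected in the well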;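 further: signal is porphyrin accumulated inside mitochondria; 100% equals median channel fluorescence of DMSO control wells; lower ratio means ABCB6 inhibition with less porphyrin fluorescence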
Numbers without * were called inactive; ? = inconclusive; / = not tested or not shown.

SMILES	N-glyco inh	Vif inh	HTR2A ag	PDI inh	MC4R ag barr	MC4R antag cAMP	CaV13 ICDI inh	Cardio protect	aDG glyco up	ABCB6 inh 2
O=C1CSC(=Nc2cccc(Cl)c2Cl)N1Cc1cccnc1	-3	-8	-5	-1	-0.3	6	-5	-16	0.2	95
CCOC(=O)c1sc(=S)n(CC)c1NC(=O)c1ccccc1	1	1	3	-1	1.2	16	-5	-2	0.0	104
CCNc1c(NS(=O)(=O)c2ccc(Br)s2)c(=O)oc2ccccc12	-2	29	-1	-7	0.4	-5	-7	16	0.0	94
CC[C@@H]1C=C(C(=O)O)[C@H](c2ccc(Cl)cc2)N1S(=O)(=O)c1ccc(C)cc1	2	-6	17*	-7	-0.3	13	-5	-5	-0.1	101
O=C(CSc1nnc(CNC(=O)C23CC4CC(CC(C4)C2)C3)n1-c1ccccc1)Nc1ccccc1	-4	8	2	-1	-0.7	5	-19	6	0.0	101
CC1=C(C(=O)N(C)C)CC(CC(=O)NC2CC2)C(=O)N1CCC1=CCCCC1 (stereo not drawn)	0	-1	-4	-15	-1.2	12	-10	-4	0.1	102
Cc1ccccc1NC(=O)C(C)Sc1nnc(CN2CCCC2)n1Cc1ccccc1 (stereo not drawn)	-5	-2	-3	7	-2.3	1	-3	-3	0.5	101
COc1ccc(Cl)cc1C(=O)NNC(=O)c1n[nH]c2ccccc12	3	2	6	-7	0.0	6	-5	9	0.0	94
COCc1cc(=O)n2c(-c3ccccc3OC)n[nH]c2n1	2	-4	2	21	-1.6	7	-11	3	-0.2	98
COc1cc2c(cc1OC)CN(C(=O)CCNC(=O)c1ccc(Br)cc1)CC2	0	-2	5	-2	0.8	12	-6	10	-0.1	95
Cc1ccc(NC(=O)CSc2nnc(NC(=O)CN3CCOCC3)s2)cc1	1	-1	2	-11	-2.0	3	/	2	-0.4	94
COc1ccc(N2CCN(S(=O)(=O)c3ccc(OC)c(C(=O)N4CCCCC4)c3)CC2)cc1	-1	9	-6	-5	-0.8	-2	-4	-12	0.3	96
COc1ccc(-n2c(C)cc(C=O)c2C)cc1Cl	-3	1	0	1	0.6	12	-5	-4	0.0	98
O=C(COC(=O)CN1C(=O)c2ccccc2C1=O)Nc1cccc(F)c1	-3	-5	-9	-6	-1.0	5	-5	-3	0.2	95
Cc1ccc(N2C(=O)C(Cl)=C(NCc3ccccc3)C2=O)c(C)c1	1	4	3	5	-1.0	3	-6	-16	0.1	96
COc1ccc(N2CCN(C(c3cccs3)C(C)NS(=O)(=O)c3ccccc3)CC2)cc1 (stereo not drawn)	-4	-4	-5	8	2.0	6	-9	-14	-0.6	99
CC(=O)N1CCN(Cc2nc(-c3cccc(Cl)c3)no2)CC1	1	0	2	0	-1.2	10	-6	-8	0.0	102
COc1ccc(CCN(/C=C2\Sc3ccccc3C2=O)C(C)=O)cc1OC	1	-2	8	-4	1.6	-7	-11	4	-0.1	157
CC(=O)c1cccc(NC(=O)/C(=C\c2ccco2)NC(=O)c2cccs2)c1	/	/	4	12	2.0	0	/	-8	0.1	100
O=c1[nH]cnc2c1ncn2C1OCC(O)C(O)C1O (stereo not drawn)	-4	-1	1	/	0.4	1	/	6	-0.2	103
COc1ccc(CN(C)C(=O)c2[nH]c(C)c(C(C)=O)c2C)cc1F	1	-2	-5	5	-0.3	13	-4	-8	0.1	94
O=C(/C=C/c1cccc([N+](=O)[O-])c1)N1CCN(Cc2ccccc2)CC1	0	-2	-2	7	-1.8	6	-2	-1	0.1	91
COCCNC(=O)C1CCC(Cn2c(=S)[nH]c3ccccc3c2=O)CC1 (stereo not drawn)	/	/	4	18	-0.2	3	-5	17	0.0	80
COc1cccc(CN2CC(C(=O)NC3CCCCCC3)CCC2=O)c1 (stereo not drawn)	0	1	-1	8	0.2	6	-3	1	0.0	100
O=[N+]([O-])c1cccnc1NCc1cccs1	3	?	4	-10	-0.3	-7	-18	-2	-0.4	110
N#CCCN(Cc1cccnc1)C(=S)NC(=O)c1ccccc1	1	18	-1	-3	-2.2	1	-10	0	0.0	105
O=C(NCCN1CCOCC1)c1ccc(Cl)c(S(=O)(=O)N2CCCCC2)c1	1	0	1	0	-1.6	1	-5	3	0.0	101
CCC(C)N(C(=O)c1csnn1)C(C(=O)NCc1ccc(F)cc1)c1ccco1 (stereo not drawn)	-1	-4	0	2	-2.0	5	-4	-3	0.0	104
O=C(COC(=O)c1ccc[nH]c1=O)Nc1cc(S(=O)(=O)N2CCCCCC2)ccc1Cl	1	3	-4	2	-2.2	11	-6	2	-0.1	98
COc1ccc(C(=O)CN2C(=O)c3ccccc3S2(=O)=O)cc1Br	-15	-3	5	-16	-2.0	-6	/	5	-0.3	101
Cc1ccc(-c2csc3nc4cc(C(=O)NC5CCC(O)CC5)ccc4c(=O)n23)cc1 (stereo not drawn)	-1	-4	-6	4	-1.9	3	-6	23	-0.3	88
O=C(NCCN1CCOCC1)c1cccc(Cl)c1	2	-1	2	20	3.4	-2	-5	-2	-0.3	104
NC(=O)c1cc2ccncc2c2ccccc12	-12	-5	1	1	-0.7	3	-4	2	0.1	88
CN(C)/C=C/C(=O)/C=C/c1ccc(Cl)cc1Cl	-1	-3	3	-4	2.6	16	7	-2	-0.6	113
CCCCn1c(N)c(N(CCOC)C(=O)CCNC(=O)NC23CC4CC(CC(C4)C2)C3)c(=O)[nH]c1=O	-1	9	-1	2	-1.6	6	-6	0	0.0	93
Cc1cc([N+](=O)[O-])cnc1N1CCOCC1	1	-1	1	14	-0.8	-5	-14	-6	0.4	101
Clc1cccc(Cc2c(C3CCCCC3)nc3ccc(Br)cn23)c1	0	/	1	/	/	/	-10	-4	0.1	97
COc1cccc(/C=C/C(=O)c2ccc(NS(=O)(=O)c3ccc(C)cc3)cc2)c1	7	8	-8	10	-2.5	5	-3	-12	-0.1	93
COC(=O)c1cc(C(=O)Nc2cc(C)ccn2)cc([N+](=O)[O-])c1	-1	-3	15*	-4	1.8	-2	/	-1	0.0	104
Cc1ccc(NC(=O)C2CCN(S(=O)(=O)c3ccc4c(c3)NC(=O)C(C)S4)CC2)c(C)c1 (stereo not drawn)	-3	-5	3	6	-2.8	9	-2	-4	0.4	101
CS(=O)(=O)c1cccc(C(=O)NCc2ccc(F)cc2)c1	0	-8	-3	0	-0.3	6	/	4	0.1	99
O=C(CCSc1nc(-c2ccco2)cc(C(F)(F)F)n1)NCCc1ccccc1	-2	3	-1	-6	-1.2	0	/	4	0.2	97
Cc1ccccc1NC(=S)NCc1ccc(Cl)cc1	-1	-3	9	-3	-1.0	12	-3	-3	-0.1	103
COc1ccc2c(Cl)c(C(=O)N/N=C/c3ccncc3)sc2c1	0	0	5	-1	2.0	4	-2	5	-0.3	97
O=C(NC(=O)N1CCN(C(c2ccccc2)c2ccccc2)CC1)c1ccccc1	-1	-1	-8	7	-0.4	6	-3	-4	0.1	97
Cc1ccccc1NC(=O)Nc1nnc(CC(=O)NCc2ccccc2)s1	1	-3	1	-4	3.4	0	-4	9	-0.1	99
COCCCNC(=O)Cn1c(=O)n(Cc2ccccc2Cl)c(=O)c2cc(OC)c(OC)cc21	-1	1	-2	-2	-0.2	5	-3	10	2.1	100
O=C(c1ccco1)N(Cc1cccc(Cl)c1)C1CCS(=O)(=O)C1 (stereo not drawn)	3	-1	-3	2	0.9	23	-3	4	0.0	96
CC(C)C1C(C#N)=C(N)Oc2n[nH]c(-c3ccccc3)c21 (stereo not drawn)	1	9	-5	4	-0.9	24	-5	-3	-0.3	105
C[C@@H]1COc2cccc(N3CCC[C@H]3CO)c2S(=O)(=O)N1	/	/	1	/	/	/	-4	/	0.0	100
CC1CCCCC12NC(=O)N(CC(=O)NCC(=O)Nc1ccc(F)c(F)c1F)C2=O (stereo not drawn)	1	0	-4	1	-2.3	-6	-3	5	0.5	96
Cc1cc(C)nc(NC(=O)CSc2ccccn2)n1	1	2	10	-1	-1.9	-1	-4	-8	-0.3	100
O=C1CC(Sc2ncccn2)C(=O)N1c1ccccc1 (stereo not drawn)	-1	2	7	-3	-3.4	7	-4	-6	0.0	87
CCNC(=S)NNC(=O)c1cc(C2CC2)nc2ccccc12	0	7	-4	-4	-1.8	16	-7	-2	-0.2	97
